High-throughput results (PubChem)
SR-BI HDL uptake – inhibitors of mouse SR-BI mediated HDL lipid uptake; Q61009; ldlA[mSR-BI] CHO cells, DiI-HDL uptake fluorescence, 3 h; inhibition, % at 12.5 µM; hit rate 0.96% among 320,000; AID 488896;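 active = mean replicate inhibition of at least 70% and a set share of replicates each scoring 70 or more; inconclusive = meets just one of the two criteria; inactive = fails both criteria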;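 note: 0% = median of neutral control wells and 100% = median of positive control wells; values of inactives mirror those of a sister screen read the other way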
Wnt bcat act – Wnt/beta-catenin pathway activation. Wnt/beta-catenin reporter cell assay, activator, plate reader. activation, % at 9.35 µM. hit rate 1.2% among 300,000; in the data active = activation above about 30%, passing the limit was not always enough; inconclusive = no clear call, values can overlap the other calls;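 note: 0% = neutral control wells and 100% = positive control wells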
dFosB act – enhances mouse delta FosB homodimer DNA binding; purified delta FosB, TAMRA-CDK5 oligo fluorescence polarization; percent of positive-control signal above neutral wells; activation, % at 25 µM; P13346; hit rate 0.99% among 340,000;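 active = mean activation above about 17%, with every replicate also reaching it, limit read from the data, passing the limit was not always enough; inconclusive = only one of the two conditions met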;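 note: fluorescence polarization rise as delta FosB binds a TAMRA Cdk5 AP-1 oligo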
Target sequence (P13346 whole entry, looked up): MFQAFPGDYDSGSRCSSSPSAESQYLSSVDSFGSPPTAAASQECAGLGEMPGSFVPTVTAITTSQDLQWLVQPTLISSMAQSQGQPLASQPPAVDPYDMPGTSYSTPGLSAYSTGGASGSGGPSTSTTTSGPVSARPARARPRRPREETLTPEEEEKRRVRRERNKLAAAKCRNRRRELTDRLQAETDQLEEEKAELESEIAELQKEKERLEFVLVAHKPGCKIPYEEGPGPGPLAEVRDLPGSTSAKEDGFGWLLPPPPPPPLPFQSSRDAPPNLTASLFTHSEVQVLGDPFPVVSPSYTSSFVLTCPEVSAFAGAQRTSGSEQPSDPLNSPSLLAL
MITF TRPM1 HTS – increases MITF-driven TRPM1 promoter luciferase signal; activation, % at 12.5 µM; SK-MEL-5 TRPM1-promoter luciferase, 24 h; % of positive control, neutral wells = 0; hit rate 0.75% among 300,000;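 active = mean activation of at least 80% with every replicate also reaching 80%; inconclusive = mean reaches 80% but some replicate falls short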;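 note: 0% = neutral control wells and 100% = parthenolide positive control wells; values of inactives mirror those of a sister screen read the other way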
Rtt109 HAT inh – C. albicans Rtt109 histone acetyltransferase inhibition | Q5AAJ8 | purified Rtt109/Vps75, ThioGlo CoA-SH fluorescence, 4 h | inhibition, % at 34.9 µM | hit rate 0.16% among 330,000 | AID 540336;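 active = inhibition of at least 50% in every replicate; inconclusive = best replicate reaches 50% inhibition but some replicates fall short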
HTR5A ag – counter-screen for OPRM1-OPRD1 agonists: human HTR5A agonism; HTR5A agonist assay, luminescence, cell-based; activation, % at 9.3 µM; hit rate 0.61% among 340,000; in the data active = activation mostly above about 9.5%, no sharp cut-off; inactive = mostly below about 7.6%;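 note: 0% = cells with vehicle only and 100% = reference agonist; strong numbers were not always called active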
PvdQ inh – blocks Pseudomonas aeruginosa PvdQ acylase activity | purified PvdQ acylase, fluorescence plate reader | inhibition, % at 10 µM | hit rate 0.063% among 340,000; in the data active = inhibition above about 30%, passing the limit was not always enough; inconclusive = no clear call, values can overlap the other calls;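 note: 0% = vehicle neutral wells and 100% = reference inhibitor wells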
SR-BI uptake up – SR-BI HDL lipid transfer activation | CHO ldlA[mSR-BI] cells, DiI-HDL uptake fluorescence, 3 h; 100 = double the neutral-control signal | activation, % at 12.5 µM | hit rate 0.096% among 320,000;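 active = mean replicate activation of at least 60% and every replicate at or above 60%; inconclusive = mean or all-replicate condition met, but not both; inactive = mean below 60% and not all replicates reaching 60%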;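 note: 0% = median plate neutral-control signal and 100% = twice that signal; values of inactives mirror those of a sister screen read the other way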
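Assay system: LDL receptor-deficient CHO ldlA cells overexpressing murine SR-BI / Medium: BSA-supplemented, HEPES-buffered Ham's F12, pH 7.4 / Probe or stimulus: DiI-labelled HDL at 10 µg/mL final / Timing: compound with DiI-HDL co-incubation, 3 h at 37 °C / Technique: bottom-read cell fluorescence after medium removal, ex 550/em 595 nm / Measure: HDL uptake via cellular fluorescence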
CDK5 inh – blocks human CDK5/p35 kinase activity; Q00535+Q15078; Recombinant CDK5/p35, ADP-Glo luminescence, 60 min; inhibition, % at 10 µM; hit rate 0.01% among 330,000; AID 488839;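 active = highest replicate inhibition of at least 50% and at least 75% of replicates reaching 50%; inconclusive = only one of the two criteria met; inactive = both criteria failed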;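 note: plate controls were DMSO neutral control for no effect and GW8510 at 10 µM for full effect; many of its hits are not listed in these tables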
Target sequence (Q00535 whole entry, looked up): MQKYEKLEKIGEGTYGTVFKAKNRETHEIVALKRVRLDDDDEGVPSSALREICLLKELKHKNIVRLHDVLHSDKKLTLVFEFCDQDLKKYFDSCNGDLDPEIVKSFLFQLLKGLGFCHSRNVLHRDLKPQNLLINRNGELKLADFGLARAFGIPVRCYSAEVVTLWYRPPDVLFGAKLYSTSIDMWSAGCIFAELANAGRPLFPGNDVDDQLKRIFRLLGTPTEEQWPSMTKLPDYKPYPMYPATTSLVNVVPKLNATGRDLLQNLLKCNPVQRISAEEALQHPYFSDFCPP
Target sequence (Q15078 whole entry, looked up): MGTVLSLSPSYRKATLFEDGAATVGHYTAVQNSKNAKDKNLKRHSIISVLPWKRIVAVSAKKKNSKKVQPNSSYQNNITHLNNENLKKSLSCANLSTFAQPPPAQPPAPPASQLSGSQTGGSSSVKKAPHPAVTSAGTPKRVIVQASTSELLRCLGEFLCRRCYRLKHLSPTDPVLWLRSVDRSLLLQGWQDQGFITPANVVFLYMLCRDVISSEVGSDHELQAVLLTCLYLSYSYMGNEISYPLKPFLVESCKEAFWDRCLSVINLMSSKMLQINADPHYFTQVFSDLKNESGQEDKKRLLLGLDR
RTF Ca sens act – cardiac RTF calcium sensitization; P19429+P45379; IANBD-labeled TnC RTF fluorescence at EC20 calcium; 0% EC20 calcium, 100% full calcium; activation, % at 7.2 µM; hit rate 0.24% among 340,000; AID 493008;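 active = activation above the mean over all tested compounds plus 3 SD, cut at about 30% in these data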;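 note: rise in fluorescence read as greater calcium sensitivity of cardiac thin filaments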
* = called active by the depositor; u = inconclusive; x = not tested or not shown.

Each structure is followed by: SR-BI HDL uptake	Wnt bcat act	dFosB act	MITF TRPM1 HTS	Rtt109 HAT inh	HTR5A ag	PvdQ inh	SR-BI uptake up	CDK5 inh	RTF Ca sens act
Cc1cccc(C)c1NC(=O)C(C)Sc1nnc(C)n1CC1CCCO1 (stereo not given)
  x	-2	2	-8	-14	3	-3	x	-1.5	3
O=C(COC(=O)c1cc([N+](=O)[O-])ccc1NCc1ccccc1Cl)NCC(F)(F)F
  32	x	53*	2	-7	0	-1	-32	-1.5	-1
COc1ccc(C(=O)NCc2ccccc2)cc1S(=O)(=O)N1CCCc2ccccc21
  10	x	0	-2	4	-1	-4	-10	-0.5	-4
O=C(O)c1nn(-c2ccccc2C(F)(F)F)cc1O
  x	-4	-1	-5	0	0	-10	x	0.1	-2
CC(C)c1ccc(-c2nn[nH]n2)cc1
  -21	0	0	x	0	0	8	21	-0.5	-3
Cc1ccccc1CCN(CC(=O)NC1CCCCC1)C(=O)c1csnn1
  -5	-1	0	-14	-11	2	-2	5	0.6	-4
C=C(C)CSc1nc2ncc(Cl)cc2[nH]1
  -5	x	4	x	17	3	15	5	0.0	-2
CC(SCc1ccccc1)C(=O)N/N=C/c1cccs1 (stereo not given)
  -23	-3	4	-9	3	-1	7	23	-0.5	3
O=C(NCC(c1ccco1)N1CCc2ccccc2C1)c1cccc([N+](=O)[O-])c1 (stereo not given)
  -21	-2	-2	2	3	0	-20	21	0.8	-3
COc1ccccc1C(C)NS(=O)(=O)c1ccc(Cl)nc1 (stereo not given)
  -27	-6	-2	4	-4	-2	-3	27	0.6	-3
Cc1cccc(NC(=O)C2CC(=O)N(c3ccccc3)C2)c1C (stereo not given)
  -8	x	-5	10	4	0	12	8	1.5	-5
N#CC(C#SN)=C1CCCCC1
  -36	x	4	-12	5	-1	-15	36	-0.9	-2
Nc1ccc(-c2nc3ccc([N+](=O)[O-])cc3[nH]2)cc1
  18	59*	4	10	7	-2	8	-18	0.5	3
COCCNC(=O)c1ccc(CS(=O)(=O)c2c(Cl)cccc2Cl)o1
  -9	-2	-9	x	-3	-5	1	9	-0.1	1
S=C(Nc1ccccc1)Nc1ccc(Cl)cc1Cl
  -21	-3	-7	x	7	8	8	21	-0.1	4
CC(C)Cc1n[nH]c(=O)c2c1nnn2Cc1ccccc1F
  2	-4	-2	-12	5	2	-12	-2	1.2	-7
Cc1nn(CCCC(=O)NCc2ccc(Cl)cc2)c(C)c1[N+](=O)[O-]
  -10	-3	3	-11	-14	5	-2	10	-3.0	-2
COc1ccc(OC)c(C(=O)c2ccccn2)c1
  -3	-1	5	x	-4	6	-17	3	0.7	2
COCCCNC(=O)c1ccccc1-c1cc(C)no1
  x	-1	3	-4	-8	-5	-13	x	-0.4	0
COc1ccccc1N(Cc1ccccc1)S(=O)(=O)c1cccc(C(=O)NCC2CCCO2)c1 (stereo not given)
  -11	-2	-6	4	4	1	-16	11	1.6	2
Cn1c(N)c(C(=O)COC(=O)/C=C/c2ccc(OC(F)F)cc2)c(=O)n(C)c1=O
  61	-1	-1	13	-3	5	-1	-61	-3.4	3
COC(=O)CC1(c2cccc3ccccc23)C(=O)c2ccccc2C1=O
  -18	x	-4	-31	2	0	7	18	1.9	-1
Cc1ccnc(NS(=O)(=O)c2ccc(NC(=O)CSc3nc(-c4ccccc4)cc(=O)[nH]3)cc2)n1
  -35	0	-2	-9	4	3	4	35	1.0	-9
COCc1c(C(=O)OCC(=O)NCCN2C(=O)CSC2=O)oc2ccccc12
  -27	x	0	-8	6	0	6	27	0.5	8
COc1ccc(C2=NC(C(F)(F)F)(C(F)(F)F)c3c(n(C)c(=O)n(C)c3=O)N2)cc1
  -10	4	-9	-1	-8	1	-6	10	0.8	4
CCCCCC(=O)Nc1nnc(CCc2ccccc2)s1
  7	-1	2	4	3	2	-20	-7	0.2	-3
CCOC(=O)c1cnc2c(-c3ccccc3)c(C)nn2c1N
  40	14	-3	x	16	0	7	-40	-0.5	-5
CCc1ccc(N(CC(=O)NCc2ccc(F)cc2)C(=O)c2csnn2)cc1
  -16	-1	-2	3	5	9.4*	-7	16	2.2	-2
CCOCCCNC(=O)/C(C#N)=C/c1ccc([N+](=O)[O-])o1
  -47	1	4	-62	7	0	-10	47	0.4	13
CC(OC(=O)c1c(F)cccc1F)C(=O)NCCC1=CCCCC1 (stereo not given)
  -10	-3	-1	-7	-7	-1	9	10	0.5	-2
COc1cc(NC(=O)CCS(=O)(=O)c2ccc3nc(C)sc3c2)cc(OC)c1OC
  -15	3	-1	0	-1	2	12	15	0.6	-6
COc1ccc(C2N(C(=O)c3ccccc3)CCN2C(=O)c2ccc(C)cc2)cc1 (stereo not given)
  2	4	-6	-3	2	-1	-16	-2	-0.2	3
CCc1ccc2oc(=O)cc(CN3CCCCC3)c2c1
  19	4	-2	-8	-7	-1	5	-19	-0.1	1
Cc1cccc(-n2ncc3c(=O)[nH]c(SCC(=O)N4CC(=O)Nc5ccccc54)nc32)c1
  -3	-2	47*	-1	-9	11	-6	3	-0.5	-7
COc1cc(C(=O)Oc2c(CN3CCOCC3)cc(Cl)c3cccnc23)cc(OC)c1OC
  -3	x	-7	-66	-4	-1	0	3	-1.3	0
CC1CCCC(C)N1C(=O)CSc1nnc(NC(=O)c2cccs2)s1 (stereo not given)
  -20	-6	-10	x	2	-3	-14	20	0.2	-6
CCOc1ccc(-c2nnc(SCC(=O)N3CCNC3=O)o2)cc1
  5	45*	-12	33	-19	0	-13	-5	-2.8	-8
COc1cccc(CNC(=O)Cc2ccc(Br)cc2)c1
  -14	2	-1	3	10	-1	-10	14	0.2	-2
CS(=O)(=O)n1nc(C(=O)N2CCOCC2)nc1N
  -24	-7	-12	13	0	7	-11	24	x	-4
O=c1c2cc(F)ccc2sn1-c1ccc(F)cc1
  -10	x	0	8	u	12	-4	10	2.8	2
Cc1ccccc1NS(=O)(=O)c1cc2c3c(c1)C(C)C(=O)N3CCC2 (stereo not given)
  11	-1	-15	-2	2	3	6	-11	-1.6	-2
O=C(COc1ccccc1-c1ccccc1)N/N=C/c1ccccn1
  2	-2	-9	-8	7	-3	14	-2	2.7	3
CC#CC(=O)N1CCCC(Cc2cccc(OC)c2)(C(=O)OCC)C1 (stereo not given)
  -14	27	-1	51	-2	2	-17	14	0.0	-1
CCNC(=O)/C(C#N)=C/c1c(N2CCN(C)CC2)nc2c(C)cccn2c1=O
  -11	0	-14	4	2	0	-11	11	0.3	-3
Cc1ccc(Oc2nc3c(c(=O)n(C)c(=O)n3C)n2C)cc1C
  1	-2	0	23	4	-4	-3	-1	-2.6	1
Cc1ccc(NC(=S)Nc2ccc(F)cc2)cc1
  0	-1	1	18	0	0	-14	0	-0.3	0
CCn1c(COc2ccccc2C)nnc1SCC(=O)NCc1ccccc1
  -5	-12	-8	-1	9	3	-8	5	0.3	5
Cn1c2c(c(=O)n(C)c1=O)C(c1ccc(Br)cc1)C(C#N)=C(N)N2 (stereo not given)
  -1	0	-11	x	-3	-1	-8	1	-0.8	-7
CN(CCOc1ccc(Cl)cc1)Cc1cccc(S(=O)(=O)N(C)C)c1
  18	-6	-5	-17	-1	2	11	-18	2.8	2
COc1ccccc1C(C)NC(=O)CCC(=O)N1CCN(S(=O)(=O)c2ccc(Cl)cc2)CC1 (stereo not given)
  0	-3	-6	-12	-2	3	-1	0	-1.3	2

The results go on:
Each structure is followed by: SR-BI HDL uptake	Wnt bcat act	dFosB act	MITF TRPM1 HTS	Rtt109 HAT inh	HTR5A ag	PvdQ inh	SR-BI uptake up	CDK5 inh	RTF Ca sens act
CN1C(=O)N(CC(=O)N2CCN(c3ncccn3)CC2)C(=O)C12CCCCC2
  -11	0	-6	3	-8	-8	-6	11	-6.0	5
CCCC(=O)Nc1ccc(N2CCN(C(=O)c3cc4ccccc4o3)CC2)cc1
  x	-1	-9	9	-1	-2	3	x	0.6	-2
CC1(C)CC(NC(=O)c2cccc(Cl)c2)CC(C)(C)N1
  -18	1	2	x	1	5	-7	18	1.2	0
O=C(NCCCN1CCCC1=O)c1csc2ccccc12
  -7	1	-4	19	5	2	0	7	-0.8	-3
COC(=O)c1ccc(NC(=O)CN(C)Cc2cccc(F)c2)cc1
  3	1	-11	3	10	5	8	-3	-1.0	2
CC(=O)C1=C(O)CC(c2ccccc2)CC1=NCCc1ccccc1 (stereo not given)
  8	-2	-7	4	3	-1	-10	-8	-0.3	-1
COC(=O)c1onc(-c2c(Cl)cccc2Cl)c1C(=O)OC
  -3	-2	1	x	-17	4	8	3	-0.6	-1
C/C(=N\OC(=O)c1c(-c2ccccc2Cl)noc1C)c1nccs1
  4	0	-8	5	-23	6	-14	-4	-1.2	-6
COc1cc2[nH]c(=O)n(CCCC(=O)NCCc3ccccc3)c(=O)c2cc1OC
  -22	x	-3	x	-2	-1	13	22	-0.8	-1
CCN(CC)S(=O)(=O)c1ccc(N2CCCC2)c(C(=O)OCC(=O)Nc2cc(C)on2)c1
  x	0	-3	-3	18	-2	-8	x	-0.7	-4
CC(=O)Nc1ccc(S(=O)(=O)NC2(C(F)(F)F)NC(=O)N(Cc3ccccc3)C2=O)cc1 (stereo not given)
  -9	1	1	2	3	2	-15	9	-0.7	-1
CC(=O)Oc1ccc2c(=O)c(-c3nc4ccccc4s3)coc2c1
  -7	0	-23	7	-6	-1	-1	7	0.4	-3
CCOC(=O)c1cnc(-n2nc(C)cc2C)nc1Nc1ccc(OC)cc1
  27	x	-2	x	-1	2	0	-27	-0.8	3
COc1ccc(CNC(=O)CN(CC2CCCO2)C(=O)CNS(=O)(=O)c2ccccc2)cc1 (stereo not given)
  -5	x	-4	8	0	17*	0	5	-1.6	2
Nc1nc2c(nnn2Cc2ccc(Cl)c(Cl)c2)c(=O)[nH]1
  -13	11	-6	19	0	-2	-11	13	-3.2	0
COc1ccc(CCNC(=O)COC(=O)c2cc(OC)c(OC)cc2OC)cc1
  16	-1	0	-5	-2	0	-8	-16	1.0	1
Cc1ccc(S(=O)(=O)CCc2nnc(N)s2)cc1
  10	-3	0	x	-5	-1	12	-10	0.6	8
O=C(Nc1ccc(F)cc1)C(NC1CCCCC1)c1ccccc1 (stereo not given)
  -12	-2	-2	10	-2	-1	-6	12	-0.7	-3
CCn1ncc(S(=O)(=O)N2CCN(c3cccc(OC)c3)CC2)c1C
  -43	-2	4	-2	-4	2	-11	43	0.0	0
NC1=NN=C(N2N=C(c3ccco3)CC2(O)C(F)(F)F)n2ncnc2C1 (stereo not given)
  10	0	-4	-7	x	-3	7	-10	0.5	2
